Screening results (PubChem BioAssay)
PPARg SRC3 recr: PPARgamma agonists recruiting SRC-3 coactivator, primary screen, biochemical; 200,000 compounds, 0.26% hits; activation, % at 8 µM; biochemical PPARgamma/SRC-3 coactivator recruitment assay; in the data active = activation above about 23%;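 note: 0% = DMSO and 100% = reference agonist; some compounds past the cut are filed as inactive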
Target sequence (P37231 whole entry, looked up): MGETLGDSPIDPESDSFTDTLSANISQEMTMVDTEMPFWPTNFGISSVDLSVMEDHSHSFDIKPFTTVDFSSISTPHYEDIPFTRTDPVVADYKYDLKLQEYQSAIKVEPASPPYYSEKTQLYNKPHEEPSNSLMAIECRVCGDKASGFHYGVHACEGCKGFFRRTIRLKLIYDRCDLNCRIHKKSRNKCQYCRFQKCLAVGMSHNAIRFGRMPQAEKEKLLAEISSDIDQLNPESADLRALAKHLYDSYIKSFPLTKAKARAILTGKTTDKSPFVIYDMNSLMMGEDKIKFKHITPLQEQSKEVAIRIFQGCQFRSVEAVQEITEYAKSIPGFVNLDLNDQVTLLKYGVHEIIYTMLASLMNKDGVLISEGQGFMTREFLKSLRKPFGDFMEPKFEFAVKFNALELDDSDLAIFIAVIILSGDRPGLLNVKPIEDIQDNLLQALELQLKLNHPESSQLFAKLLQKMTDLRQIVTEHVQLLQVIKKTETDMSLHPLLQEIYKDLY
bIAP inh: bovine intestinal alkaline phosphatase inhibitors, primary screen, selectivity assay for TNAP inhibitor project, biochemical, bovine IAP, CDP-star luminescence; purified bovine IAP, 30 min; 190,000 tested, under 10 active; alkaline phosphatase, intestinal [Bos taurus]; inhibition, % at 20 µM;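 active = over 50% inhibition of intestinal alkaline phosphatase at 20 µM in the single-dose screen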
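System: purified bovine intestinal alkaline phosphatase (IAP) enzyme; Input: IAP diluted 1/65,000,000 in the well; Measured by: CDP-star luminescence signal; Compound dosing: 20 µM single dose; Incubation: 30 min reaction at room temperature.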
bIAP activator: bovine intestinal alkaline phosphatase activators, primary screen, biochemical, bovine IAP, CDP-star luminescence. alkaline phosphatase, intestinal [Bos taurus]. purified bovine IAP, 30 min; hits give high values; fold of DMSO-control signal, blank-subtracted. activation factor at 20 µM. 200,000 compounds, 0.17% hits. AID 1016, 2008;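 active = activation factor of 2 or more at 20 µM, a signal rise over negative controls twice the positive control's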
TNAP inh hi DEA: human TNAP enzyme inhibitors, primary screen, biochemical, luminescent, high phosphate acceptor level, uHTS; Alkaline phosphatase, tissue-nonspecific isozyme (Homo sapiens), P05186; purified TNAP, CDP-star luminescence, 1 M DEA; inhibition, % at 20 µM; 200,000 compounds, 0.03% hits; AID 1135, 2008;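 active = over 50% inhibition of tissue-nonspecific alkaline phosphatase at 20 µM in the single-dose screen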;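 note: plate controls were DMSO wells for no effect and EDTA-quenched wells as full inhibition for full effect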
Target sequence (P05186 whole entry, looked up): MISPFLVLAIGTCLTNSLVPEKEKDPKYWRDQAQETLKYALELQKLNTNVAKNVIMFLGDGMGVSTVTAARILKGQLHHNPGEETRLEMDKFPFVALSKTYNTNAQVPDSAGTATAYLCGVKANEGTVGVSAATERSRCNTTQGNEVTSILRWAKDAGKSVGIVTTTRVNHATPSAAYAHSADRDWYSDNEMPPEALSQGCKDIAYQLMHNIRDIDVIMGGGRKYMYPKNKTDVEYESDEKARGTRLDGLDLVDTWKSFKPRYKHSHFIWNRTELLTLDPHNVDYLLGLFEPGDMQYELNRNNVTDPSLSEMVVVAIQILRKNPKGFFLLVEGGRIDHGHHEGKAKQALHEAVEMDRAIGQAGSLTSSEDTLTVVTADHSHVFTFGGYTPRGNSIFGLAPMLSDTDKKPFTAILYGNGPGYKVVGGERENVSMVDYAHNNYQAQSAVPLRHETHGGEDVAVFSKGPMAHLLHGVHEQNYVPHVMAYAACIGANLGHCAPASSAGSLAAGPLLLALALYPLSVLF
TR-FRET SRC-2 ct: TR-FRET signal artefacts, primary screen, artefact control for PPARgamma SRC-2 agonist project, biochemical; TR-FRET artefact counter-screen; hits give high values; TR-FRET ratio at 8 µM; 200,000 compounds, 0.4% hits; AID 1049, 2008; in the data active = TR-FRET ratio above about 2000; note: inactives centre near 1500
PPARg SRC-1 ag: PPARgamma agonists recruiting SRC-1 coactivator, primary screen, biochemical. Peroxisome proliferator-activated receptor gamma (Homo sapiens), P37231. PPARgamma-SRC-1 coactivator recruitment biochemical assay. activation, % at 8 µM. 200,000 compounds, 0.41% hits. AID 631, 2007; in the data active = activation above about 19%;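 note: 0% = DMSO and 100% = reference agonist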
PPARg SRC2 recr: agonists of PPARg-SRC-2 recruitment, primary screen, biochemical, HTS; PPARgamma LBD-SRC-2 recruitment; activation, % at 8 µM; 200,000 compounds, 0.34% hits; Peroxisome proliferator-activated receptor gamma (Homo sapiens), P37231; AID 1032, 2008; in the data active = activation above about 22%;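 note: 0% = vehicle and 100% = reference agonist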
HMGR II inh: inhibitors of E. faecalis class II HMGR, primary screen, biochemical, Enterococcus faecalis; HMG-CoA reductase (Enterococcus faecalis, mvaE); purified E. faecalis HMGR, NADPH absorbance 340 nm kinetic; inhibition, % at 10 µM; 190,000 compounds, 0.41% hits; AID 1066, 2008;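 active = inhibition above a set limit, the median over all tested compounds plus 3 SD, cut at about 9.5% in these data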;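 note: enzyme runs in reverse so mevalonate oxidation gives rising NADPH absorbance; 0% = complete reaction with DMSO and 100% = background rate lacking mevalonate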
TNAP inh no acc: human TNAP enzyme inhibitors, primary screen, biochemical, luminescent, no phosphate acceptor, uHTS; Alkaline phosphatase, tissue-nonspecific isozyme (Homo sapiens), P05186; purified TNAP, CDP-star luminescence, 30 min; inhibition, % at 20 µM; 200,000 compounds, 0.26% hits;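 active = tissue-nonspecific alkaline phosphatase inhibition above about 50% at 20 µM in the single-dose screen, limit read from the data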;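 note: 0% = DMSO negative control and 100% = EDTA positive control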
TNAP act hi DEA: TNAP activators at high phosphate acceptor level, primary screen, biochemical, luminescence, uHTS. Alkaline phosphatase, tissue-nonspecific isozyme (Homo sapiens), P05186. purified TNAP, CDP-star luminescence, 1 M DEA, 30 min; hits give high values; 0 = EDTA background, 1 = DMSO-only activity. activation factor at 20 µM. 200,000 tested, under 10 active;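 active = activation factor at least 2 at 20 µM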
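Dosing: 20 µM single point. System: human TNAP. Amount: TNAP 1/800 final. Incubation: 30 min, room temperature. Read-out: TNAP activation factor scaled between EDTA and DMSO control wells. Signal: luminescence from CDP-star hydrolysis. Medium: 1 M DEA, pH 9.8, Mg2+, Zn2+. Control set: EDTA negative control, DMSO positive control.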
* hit, by the source's call; nt = no result given. Random draw from the library, and some 1.6% of all compounds hit somewhere here.

SMILES | PPARg SRC3 recr | bIAP inh | bIAP activator | TNAP inh hi DEA | TR-FRET SRC-2 ct | PPARg SRC-1 ag | PPARg SRC2 recr | HMGR II inh | TNAP inh no acc | TNAP act hi DEA
N#CCCn1cc(/C=N/NC(N)=S)c(-c2ccccc2)n1 | -1 | 6 | 0.9 | 0 | 1562 | 10 | 3 | 0 | 56* | 1
CCN(CC)c1ccc(/C=N/NC(=O)c2ccco2)cc1 | 7 | 1 | 1 | -5 | 1625 | 4 | -3 | -4 | -9 | 1
COc1cc2c(cc1NC(=O)/C=C/c1ccccc1)oc1ccccc12 | -7 | 16 | 0.8 | -3 | 1563 | -3 | -1 | -5 | 0 | 1
CCn1c(/C=C2/C(=O)N(C)c3ccccc32)nc2ccccc2c1=O | 6 | 2 | 1 | -3 | 1468 | 9 | 13 | 3 | -2 | 1
O=C1CCCC2=C1C(c1ccccc1O)C1=C(CCCC1=O)O2 | 6 | -10 | 1.1 | -2 | 1629 | 15 | 16 | -2 | -1 | 1
O=C(C(c1ccccc1)c1ccccc1)N1CCOCC1 | 7 | 6 | 0.9 | -7 | 1487 | 0 | -1 | 5 | -8 | 1.1
COc1cc(-n2c(N)c(C(=O)NCc3ccco3)c3nc4ccccc4nc32)cc(OC)c1OC | -3 | 14 | 0.9 | -2 | 1549 | 0 | -6 | 1 | -24 | 1
CN1CCCN(c2ncnc3scc(-c4ccc(F)cc4)c23)CC1 | 5 | -16 | 1.2 | -7 | 1668 | 8 | 13 | 0 | -15 | 1.1
CN(C)/C=N/c1sc2c(c1C#N)CCCC2 | 1 | -7 | 1.1 | 1 | 1368 | 4 | -7 | -1 | -6 | 1
O=C(NC(=S)NCc1ccccc1)c1ccccc1 | 2 | -14 | 1.1 | -4 | 1786 | 10 | 9 | -5 | -4 | 1
Cc1cc(NC(=O)c2ccoc2C)no1 | 3 | 9 | 0.9 | 2 | 1469 | -1 | -4 | 1 | -6 | 1
COc1ccc(/C=C(\C#N)c2nc3ccc(C)cc3[nH]2)cc1Oc1ccc(C(F)(F)F)cc1[N+](=O)[O-] | -3 | 10 | 0.9 | -2 | 1418 | -5 | 2 | -3 | -6 | 1
O=C(Nc1nc(-c2cccs2)cs1)c1ccco1 | 3 | -3 | 1 | -5 | 1786 | -5 | 5 | -5 | -18 | 1.1
NS(=O)(=O)c1ccc(Nc2nc(-c3ccc4ccccc4c3)cs2)cc1 | -1 | 6 | 0.9 | -3 | 1596 | -6 | 9 | -8 | 1 | 1
Nc1c(-c2ccccc2)c(CN2CCOCC2)nn1-c1ccc(F)cc1 | 6 | 12 | 0.9 | -4 | 1593 | 8 | -1 | -3 | -28 | 1
Cc1ccc(OCC(=O)NCCC2=CCCCC2)cc1 | 2 | -1 | 1 | -2 | 1460 | -1 | 3 | -3 | -8 | 1
CCOc1ccc(-c2csc(N)c2C(=O)OC)cc1 | 11 | -8 | 1.1 | -1 | 1678 | 6 | 3 | -3 | -9 | 1
Cn1nc([N+](=O)[O-])c(C(C#N)c2nc3ccccc3n2C)c(Cl)c1=O (stereo not drawn) | 4 | 28 | 0.7 | 17 | 1477 | 3 | 4 | -1 | 16 | 0.8
Cc1c(NC(=O)C2CC(c3c(F)cccc3Cl)=NO2)c(=O)n(-c2ccccc2)n1C (stereo not drawn) | -1 | 3 | 1 | -4 | 1552 | 5 | -4 | 2 | -13 | 1
CCN(CC(=O)NC(C)C)Cc1nc2sc3c(c2c(=O)[nH]1)CCC3 | -1 | -71 | 1.7 | -5 | 1504 | 13 | 4 | 0 | -5 | 1
CNCc1ccccc1Sc1cccc(O)c1 | -1 | 8 | 0.9 | -7 | 1416 | 0 | -2 | 2 | -10 | 1.1
O=P(O)(CCCP(=O)(O)CCc1ccccc1)CCc1ccccc1 | nt | 2 | 1 | 4 | nt | nt | nt | nt | -3 | 1
CCOC(=O)c1cc2cc(OC)ccc2nc1C | -8 | -4 | 1 | 1 | 1350 | -5 | -1 | -1 | -4 | 1
COc1ccc(-c2cc(C(=O)Oc3ccc([N+](=O)[O-])cc3)c3ccccc3n2)cc1 | -7 | 24 | 0.8 | 2 | 1520 | -1 | -6 | 2 | -5 | 1
CC(=NCc1ccco1)c1c(O)n(C2CCCCC2)c(=O)[nH]c1=O | 5 | 3 | 1 | -3 | 1601 | 0 | -1 | 0 | -2 | 1
CCc1c(C)nc2nc(NC(C)=O)[nH]n2c1=O | 0 | 10 | 0.9 | -3 | 1364 | 0 | 1 | 3 | -8 | 1
CC(C)(C)n1ncc2c(=O)n(Cc3c(F)cccc3Cl)cnc21 | 0 | 3 | 1 | -1 | 1527 | 7 | 3 | -9 | -4 | 1
O=C(C1=C[C@H](C2CC2)C[C@H](OCc2ccc(CO)cc2)O1)N1CCN(Cc2ccc3c(c2)OCO3)CC1 | 4 | 3 | 1 | -5 | 1422 | 3 | 8 | -1 | -12 | 1.1
COc1ccc(/C=C2\CC/C(=C\c3ccc(OC)c(OC)c3)C2=O)cc1OC | 3 | 21 | 0.8 | -1 | 1503 | 8 | 3 | -1 | -14 | 1
CNS(=O)(=O)c1ccc(NS(=O)(=O)c2ccccc2F)cc1 | 1 | -3 | 1 | -1 | 1503 | -1 | -3 | 0 | -36 | 1

Reprinted at random: 3 records from the list, in no set order.
SMILES | PPARg SRC3 recr | bIAP inh | bIAP activator | TNAP inh hi DEA | TR-FRET SRC-2 ct | PPARg SRC-1 ag | PPARg SRC2 recr | HMGR II inh | TNAP inh no acc | TNAP act hi DEA
O=C(C1=C[C@H](C2CC2)C[C@H](OCc2ccc(CO)cc2)O1)N1CCN(Cc2ccc3c(c2)OCO3)CC1 | 4 | 3 | 1 | -5 | 1422 | 3 | 8 | -1 | -12 | 1.1
Cc1ccc(OCC(=O)NCCC2=CCCCC2)cc1 | 2 | -1 | 1 | -2 | 1460 | -1 | 3 | -3 | -8 | 1
CCOc1ccc(-c2csc(N)c2C(=O)OC)cc1 | 11 | -8 | 1.1 | -1 | 1678 | 6 | 3 | -3 | -9 | 1

(listing goes on)
SMILES | PPARg SRC3 recr | bIAP inh | bIAP activator | TNAP inh hi DEA | TR-FRET SRC-2 ct | PPARg SRC-1 ag | PPARg SRC2 recr | HMGR II inh | TNAP inh no acc | TNAP act hi DEA
CCCCCC(=O)NNC(=S)NC(=O)c1ccccc1[N+](=O)[O-] | 0 | -33 | 1.3 | -3 | 1574 | 10 | 10 | 1 | -92 | 1
CN1/C(=C\C(=O)c2cccnc2)C(C)(C)c2ccccc21 | 2 | 8 | 0.9 | 6 | 1586 | 7 | 8 | -4 | -2 | 0.9
Clc1ccc(-c2cn3nc4c(nc3n2)CCCC4)cc1 | -11 | -5 | 1.1 | 3 | 1440 | -2 | 1 | -1 | -9 | 1
CNC(=O)NCC12CC3CC(CC(C3)C1)C2 | -7 | -10 | 1.1 | -4 | 1603 | 2 | 4 | 0 | -14 | 1
O=C(CSc1nc(-c2ccccc2)c(-c2ccccc2)[nH]1)NCC1CCCO1 (stereo not drawn) | 1 | -15 | 1.1 | -8 | 1405 | 3 | -4 | -3 | -10 | 1.1
C=CCNC(=O)c1c(Br)cnn1-c1ccc(C)cc1 | -3 | -29 | 1.3 | -6 | 1488 | 4 | -5 | -4 | -8 | 1.1
CCCCNC(=O)C1CC(=O)N(C2CCCC2)C1 (stereo not drawn) | 10 | 8 | 0.9 | -4 | 1514 | 6 | 9 | -4 | -6 | 1
CCOC(=O)CCn1c(CC(=O)OCC)nc2ccccc21 | 0 | 1 | 1 | -5 | 1424 | -2 | 3 | 0 | -10 | 1
NS(=O)(=O)c1ccc(CNC(=O)NC2(c3ccccc3)CC2)cc1 | -2 | -3 | 1 | -2 | 1540 | -1 | -6 | 1 | -16 | 1
CCOC(=O)c1c(NC(=O)CSc2nnnn2-c2ccccc2)sc2c1CCC(C)C2 (stereo not drawn) | 9 | 14 | 0.9 | -4 | 1642 | 0 | 2 | 0 | -6 | 1
CS(=O)(=O)Nc1ccc(C2=NN(C(=O)c3ccco3)C(c3ccccc3)C2)cc1 (stereo not drawn) | 2 | 0 | 1 | 0 | 1455 | 7 | -2 | -4 | -14 | 1
CCOC(=O)c1c(C)[nH]c(C2=NNC(=Nc3cccc(Cl)c3)SC2)c1C | 5 | -11 | 1.1 | -4 | 1724 | -6 | -10 | -4 | 4 | 1
O=C(O)CCc1ccc(S(=O)(=O)N2CCOCC2)cc1 | 7 | -4 | 1 | -6 | 1492 | 4 | 10 | -4 | -2 | 1.1
COc1ccc2occ(NC(C)=O)c2c1 | -3 | 8 | 0.9 | -6 | 1580 | 8 | 5 | 0 | -10 | 1.1
O=C(O)c1ccccc1S(=O)CCO (stereo not drawn) | -7 | 8 | 0.9 | 1 | 1432 | 4 | 6 | 6 | -1 | 1
COc1ccccc1/C=C/C=N/n1c(-c2ccc(C)cc2)n[nH]c1=S | -2 | -2 | 1 | 1 | 1620 | -8 | -4 | -2 | 31 | 1
CCN(CC)C(=O)CSc1nc(-c2ccccc2)cc(=O)[nH]1 | 1 | -10 | 1.1 | -2 | 1513 | 8 | 4 | 2 | -5 | 1
Cc1ccc(N2CC(C(N)=O)CC2=O)cc1C (stereo not drawn) | 11 | 6 | 0.9 | -4 | 1612 | 4 | 7 | 0 | -10 | 1
Cc1cc(OCC(=O)Nc2cc(-c3nn4c(C)nnc4s3)ccc2C)ccc1Cl | 0 | 11 | 0.9 | -6 | 1568 | 89* | -5 | 8 | -12 | 1.1
COc1cccc2cc(C(=O)N(C)C)c(=O)oc12 | 0 | 11 | 0.9 | -4 | 1438 | 0 | 5 | 1 | -5 | 1
COC(=O)c1ccc(CSc2nc3c(c(=O)n2-c2ccc(C)cc2)SCC3)o1 | 5 | 2 | 1 | -6 | 1809 | 8 | 1 | 0 | -1 | 1.1
O=C(c1cccc(S(=O)(=O)N2CCCCC2)c1)N1CCCCC1 | -1 | 4 | 1 | 0 | 1468 | 0 | 2 | -5 | -9 | 1
O=C(CSc1ncn(-c2ccccc2)n1)NCc1ccccc1 | -11 | 10 | 0.9 | 2 | 1381 | 1 | -2 | -3 | -10 | 1
O=C(Nc1ccc(Br)cc1)C1CCCN(S(=O)(=O)c2cccnc2)C1 (stereo not drawn) | 5 | 2 | 1 | -2 | 1649 | 8 | 1 | 3 | -10 | 1
CCCC(=O)NCCc1ccc(S(N)(=O)=O)cc1 | -6 | 7 | 0.9 | -10 | 1474 | -1 | 6 | -2 | -14 | 1.1
CCOc1ccc(C(=O)Nc2ccc(N3CCN(C(C)=O)CC3)cc2)cc1[N+](=O)[O-] | -1 | 0 | 1 | -2 | 1745 | -1 | 3 | 0 | -4 | 1
